IL-2 act – activators of IL-2 | IL-2 activation reporter assay, cell-based qHTS; stimulated with anti-CD3/CD4/CD28 beads; in transgenic mouse T cells | activation, % (series mostly up to about 46 µM) | 360,000 compounds, 0.065% hits | AID 652025; in the data active means activation above about 50%; inconclusive means mostly about 30% to 49%; further: 0% is about no effect
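Using fluorescent plate cytometry, EGFP and DsRed are detected in transgenic mouse T cells stimulated 18 h at 37 degrees C with antibody-coated beads after 60 min compound pretreatment.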
EPAC1 ag – activates human EPAC1 exchange factor | O95398 | EPAC1 agonist qHTS, biochemical assay; response scale: 100% = response to 6.5 mM cAMP | Potency, µM (highest dose often 154 µM), for inactives: top-dose activation, most hits filed as activators | 360,000 compounds, 0.073% hits | AID 720707; further: potency means the concentration at half of the fitted maximal effect; nearly all actives have a fitted effect of over 60% in size
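Read-out is the fluorescence drop as BODIPY-GDP leaves Rap1B (480 nm excitation, 540 nm emission), recorded every 5 minutes over 30 minutes. Reactions held 100 nM EPAC1, 250 nM Rap1B–BODIPY-GDP and 50 uM GDP, with 6.5 mM cAMP setting full activation.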
HEK293 tox – cytotoxicity in counter-screen for GLP-1R inverse agonists | HEK293 cAMP-luciferase reporter cells, luminescence, 24 h | Potency, µM (series often up to 38.3 µM), for the others: at the top dose activity change, negative = inhibition, usual class: inhibitors | 410,000 compounds, 0.13% hits | AID 624418;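 further: loss of luciferase light is scored as toxicity; potency means the concentration at half of the fitted maximal effect; on the % scale 0 is the no-effect control and ±100 the full control effect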
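1536-well qHTS counterscreen of the MLSMR; 200 cells/uL, 12 h pre-incubation, 23 nL cpd, 24 h at 37 deg C 5% CO2, luciferase detection reagent, 12 min RT, luminescence. Inhibition = undesired.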
EPAC1 antag – antagonists of human EPAC1; EPAC1 GEF assay, Rap1b-BODIPY-GDP exchange fluorescence; O95398; 360,000 compounds, 0.14% hits; Potency, µM (top dose mostly 115 µM), without a hit: at the top dose activity change, negative = inhibition, usual class: inhibitors;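 further: potency means the concentration at half of the fitted maximal effect; plate controls were vehicle for no effect and positive control for full effect; nearly all actives have a fitted effect of over 50% in size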
PTHR1 ag – PTHR1 (human) receptor agonism; Potency, µM (titrated, usually from 115 µM), without a hit: at the highest dose activation, usual class: activators; 410,000 compounds, 0.075% hits; HEK293 GP2 PTHR1 cells, GloSensor cAMP luminescence, 1 h; AID 743266; Q03431; further: potency means the concentration at half of the fitted maximal effect; nearly all actives have a fitted effect of over 55% in size; some results filed as inactive show a strong effect at the top dose; inactives centre near -15; many of its hits are not listed in these tables
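HEK-293-derived GP2 cells expressing PTHR1 and a GloSensor cAMP reporter, 3,000/well, plated overnight, given luciferin plus IBMX (each 0.5 mM as added) for 1 h at 37 °C, then compound for 1 h at 37 °C. Luminescence was read after 15 min at room temperature.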
GLP1R ag – activates the human GLP-1 receptor; Potency, µM (top dose mostly 45.6 µM), without a hit: top-dose activation, usual class: activators; HEK293 GLP-1R CRE-luciferase, luminescence, 4-6 h; cells express a hypersensitive GLP-1R form; 380,000 compounds, 0.007% hits; further: potency means the concentration at half of the fitted maximal effect; % of control where 0% means no effect
PLK1 PBD inh – inhibitors of human PLK1 polo-box domain binding; P53350; Plk1 PBD binding of FITC phosphopeptide, fluorescence polarization; Potency, µM, for the others: max response, negative = inhibition, most hits filed as inhibitors; 360,000 compounds, 2.8% hits; AID 720504; further: potency means the concentration at half of the fitted maximal effect; series mostly up to about 57 µM; on the % scale 0 is the no-effect control and ±100 the full control effect; nearly all actives have a fitted effect of over 65% in size
Target sequence (P53350 whole entry, looked up, the tested form may be a part): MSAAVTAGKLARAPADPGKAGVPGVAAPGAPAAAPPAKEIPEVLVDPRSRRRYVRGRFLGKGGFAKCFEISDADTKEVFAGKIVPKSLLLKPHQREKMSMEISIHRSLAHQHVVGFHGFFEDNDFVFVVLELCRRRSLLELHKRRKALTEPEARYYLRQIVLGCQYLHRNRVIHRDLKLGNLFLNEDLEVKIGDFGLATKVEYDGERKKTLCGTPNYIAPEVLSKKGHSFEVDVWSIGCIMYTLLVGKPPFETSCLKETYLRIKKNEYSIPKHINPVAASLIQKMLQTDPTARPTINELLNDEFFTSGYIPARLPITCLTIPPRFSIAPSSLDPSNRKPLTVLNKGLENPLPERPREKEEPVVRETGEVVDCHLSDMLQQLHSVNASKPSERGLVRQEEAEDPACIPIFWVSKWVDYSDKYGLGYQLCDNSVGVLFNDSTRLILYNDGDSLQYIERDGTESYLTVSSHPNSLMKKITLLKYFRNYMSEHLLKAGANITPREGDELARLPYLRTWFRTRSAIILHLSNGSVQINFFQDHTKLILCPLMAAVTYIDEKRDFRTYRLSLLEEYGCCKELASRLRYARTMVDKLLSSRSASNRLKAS
PI5P4K alpha inh – PI5P4K alpha (human) kinase inhibition; P48426; PI5P4Kalpha enzyme, ADP-Glo luminescence, 60 min; hits give low values; max response, %; 330,000 compounds, 1.2% hits; AID 652105; active means max response of -50% or lower; inconclusive means between -30% and -50%; inactive means -30% or higher; further: value at the top dose of about 77 µM; on the % scale 0 is the no-effect control and ±100 the full control effect
Target sequence (P48426 whole entry, looked up): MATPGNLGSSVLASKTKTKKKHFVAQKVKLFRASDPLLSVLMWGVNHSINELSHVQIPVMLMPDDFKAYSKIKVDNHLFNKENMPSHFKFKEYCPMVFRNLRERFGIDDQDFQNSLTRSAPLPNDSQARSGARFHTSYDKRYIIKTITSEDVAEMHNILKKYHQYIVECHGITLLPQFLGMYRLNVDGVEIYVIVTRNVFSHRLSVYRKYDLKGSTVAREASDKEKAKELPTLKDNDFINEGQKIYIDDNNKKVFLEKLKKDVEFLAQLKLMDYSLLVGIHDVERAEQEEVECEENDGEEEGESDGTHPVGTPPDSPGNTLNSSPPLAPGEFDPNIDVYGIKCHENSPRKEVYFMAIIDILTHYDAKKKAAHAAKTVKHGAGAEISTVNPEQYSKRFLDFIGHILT
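Human PI5P4Kalpha with substrate in 0.038 M HEPES pH 7.4, 0.28 mM EGTA, 0.1% CHAPS, 5% DMSO; reaction started with 5 microM ATP (final), 60 min at room temperature. ADP formed read by ADP-Glo luminescence.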
GLP-1R inv ag – acts as inverse agonist at human GLP-1 receptor | P43220 | HEK293 GLP-1R CRE-luciferase, luminescence, 24 h; GLP-1R form is constitutively active | Potency, µM (titrated, usually from 38.3 µM), for inactives: at the highest dose activity change, negative = inhibition, actives largely listed as inhibitors | 410,000 compounds, 1.6% hits | AID 624417; further: potency means the concentration at half of the fitted maximal effect; on the % scale 0 is the no-effect control and ±100 the full control effect; nearly all actives have a fitted effect of over 55% in size
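Constitutively active GLP-1R drives a cAMP-responsive luciferase in stably transfected HEK293 cells; test compounds are added after overnight (12 h) attachment and left 24 hr, and signal loss in luminescence marks inhibition.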
An asterisk follows results filed as active; i = inactive; ? = inconclusive; / = not tested or not shown; [ ] = remark or other dose. Unless noted, the call rests on the fitted dose curve; in most records, active means well fitted curve in the direction sought with a large enough effect; inconclusive means small, poorly fitted or top-dose-only effect, or another doubt; inactive means no such curve, though single readings can be large; an effect the other way counts as inactive or inconclusive. These rows are one share of the data; the hit share may differ from the screen's.

Values run as follows: IL-2 act, EPAC1 ag, HEK293 tox, EPAC1 antag, PTHR1 ag, GLP1R ag, PLK1 PBD inh, PI5P4K alpha inh, GLP-1R inv ag
O=C(Nc1ccccc1)Nc1ccccc1C(=O)NCCCN1CCOCC1
 : 0.7, -7%, 1%, 9%, -24%, 0%, 1%, -2, 6%
CCCC(=O)c1ccc2c(c1)OCCO2
 : -0.3, -2%, 9%, 0%, i, -2%, 4%, 0, 2%
CCCCc1cc(=O)oc2cc(OCC(=O)N[C@@H](Cc3ccccc3)C(=O)O)ccc12
 : 0.0, -11%, -9%, -5%, -44%[inhibitor], -5%, -10%, -2, -12%
CCCC(=O)N(C1CC(C)C(C#N)(C#N)C1(C#N)C#N)N(C)C (stereo not drawn)
 : -5.8, -6%, ?, -3%, i, -6%, 6µM*, -4, ?
O=C(NCc1cccs1)c1ccc(S(=O)(=O)N2CCCCC2)cc1
 : -1.5, 3%, 16%, 7%, i, 10%, 13µM*, ?, -21%
CC1=NN(C(C#N)c2ccc(F)cc2)C(c2ccccc2)C1 (stereo not drawn)
 : -0.7, -8%, -1%, -2%, i, -3%, -4%, 2, -2%
O=C(O)c1ccc(-n2c(=O)c3ccccc3c3ccccc3c2=O)cc1
 : 0.5, 4%, -5%, 2%, -37%[inhibitor], 1%, ?, -1, 5%
O=C(CCCN=C1NS(=O)(=O)c2ccccc21)OCc1ccc(F)cc1
 : -3.2, 5%, 0%, -18%, i, 5%, -3%, 5, -29%
O=C(NCc1ccccn1)C1Nc2ccc(OC(F)(F)F)cc2C2C=CCC12 (stereo not drawn)
 : -0.3, -23%, -7%, -1%, -2%, 1%, -2%, -3, -3%
O=C(COc1ccc(Br)cc1)OCC(=O)c1ccc[nH]1
 : -1.4, -1%, 6%, -6%, i, -5%, -9%, 1, 5%
COCCNC(=O)c1ccccc1NC(=O)c1ccc(OC)c(OC)c1
 : 1.6, 4%, 13%, -2%, -1%[57.5 µM], 7%, -2%, 0, 0%
Fc1ccc(NC(=S)N/N=C/c2cccc(Br)c2)c(F)c1
 : -2.9, -6%, 1%, 6%, i, -5%, 0%, 9, 14%
C[C@H]1CN([C@@H](C)CO)C(=O)CCCn2cc(nn2)CO[C@@H]1CN(C)C(=O)c1ccncc1
 : -2.9, -5%, 3%, 21%, -8%, -8%, -8%, -16, 17%
Cc1ccc(Oc2ncccc2NC(=O)CCCC(=O)O)c2c1CCC2
 : 0.1, -9%, 0%, -6%, i, 9%, -7%, 5, 5%
CC1(C)CC(=O)c2cnc(NC(=O)CSC(=S)N3CCCCC3)nc2C1
 : 0.0, 8%, -8%, -11%, i, -1%, -5%, -6, -1%

Individual results from the entries so far:
GLP-1R inv ag result of Fc1ccc(NC(=S)N/N=C/c2cccc(Br)c2)c(F)c1 → 14%
PLK1 PBD inh result of COCCNC(=O)c1ccccc1NC(=O)c1ccc(OC)c(OC)c1 → -2%
GLP1R ag result of O=C(CCCN=C1NS(=O)(=O)c2ccccc21)OCc1ccc(F)cc1 → 5%
IL-2 act result of C[C@H]1CN([C@@H](C)CO)C(=O)CCCn2cc(nn2)CO[C@@H]1CN(C)C(=O)c1ccncc1 → -2.9
GLP1R ag result of CCCC(=O)c1ccc2c(c1)OCCO2 → -2%
GLP1R ag result of O=C(NCc1ccccn1)C1Nc2ccc(OC(F)(F)F)cc2C2C=CCC12 (stereo not drawn) → 1%

Other structures:
Values run as follows: IL-2 act, EPAC1 ag, HEK293 tox, EPAC1 antag, PTHR1 ag, GLP1R ag, PLK1 PBD inh, PI5P4K alpha inh, GLP-1R inv ag
c1ccc2c(-n3cnnn3)cccc2c1
 : -3.0, 4%, 0%, 10%, i, 13%, -5%, /, 28%
CCc1ccc(CNC(=O)c2ccc(OC3CCN(C(C)=O)CC3)c(OC)c2)nc1
 : -0.8, 7%, -2%, 10%, i, -1%, -3%, 1, 5%
CCOc1ccc(N2C(=O)CC(N3CC(C)OC(C)C3)C2=O)cc1 (stereo not drawn)
 : -1.9, 8%, -4%, 2%, -10%, 5%, -7%, 0, 3%
Cc1cccc2cc3c(nc12)SC(=NCC1CCCO1)N(Cc1ccco1)C3 (stereo not drawn)
 : -3.7, -3%, ?, -22%, i, -18%, 24µM*, -55*, ?
Cc1nc(NC(=O)c2c(-c3ccccc3)noc2C)sc1C(=O)N(C)C
 : -1.7, 10%, -1%, -5%, i, 0%, -11%, 1, -1%
O=C1OC(c2ccc(O)cc2)(c2ccccc2O)c2ccccc21 (stereo not drawn)
 : -2.5, 3%, 9%, ?, -15%, 0%, -6%, 0, ?
COC(=O)c1c(-c2cc(OC)cc(OC)c2)sc2ccc(OC)cc12
 : -0.5, 16%, -9%, -5%, -15%, ?, -12%, 38, ?
CCCCCOC(=O)C1=C(C)NC(=O)NC1c1ccc([N+](=O)[O-])cc1 (stereo not drawn)
 : -0.9, -4%, 3%, -16%, -17%, 6%, -2%, 1, ?
O=C(NC(=S)N1CCN(c2ccc(F)cc2)CC1)c1cccs1
 : -1.3, 0%, ?, 3%, -1%, 2%, -1%, 1, ?
Cc1ccc(C(=O)NCc2ccc(F)cc2)cc1NC1=NC2CS(=O)(=O)CC2S1 (stereo not drawn)
 : -3.4, 8%, 1%, -2%, 5%, 0%, 6%, 0, 10%
COc1ccccc1Cc1c(C2CCCCC2)nc2ccc(Cl)cn12
 : -0.8, 6%, ?, 1%, -11%, -3%, -1%, -14, 3.5µM*
CCC(=O)Nc1c(C)ccc2nsnc12
 : -1.0, -1%, -10%, 4%, -18%, -8%, -11%, -3, 33%[activator]
Cc1ccc(Cn2cccc(NS(C)(=O)=O)c2=O)cc1
 : 1.1, 2%, 0%, 0%, -21%, 12%, -28%, -10, 12%
Cc1cc(-c2cc(N)n(-c3ccccc3)n2)c(C)n1C1CCCC1
 : -2.3, -20%, 7%, -7%, i, -2%, -11%, /, 21%
C=CCSc1nnc(NC(=O)c2nc(SCC)ncc2Cl)s1
 : -0.3, 0%, -9%, 0%, i, -8%, -8%, /, 0%
Cc1ccccc1S(=O)(=O)Cc1ccc(C(=O)N2CCN(c3ncccn3)CC2)o1
 : 0.6, -8%, -7%, 10%, i, 0%, -8%, -9, 2%
CCOc1ccc(NC(=O)CCC(=O)c2ccc(OC)cc2)cc1
 : -0.4, -1%, -7%, -20%, -15%, -3%, -14%, 3, -24%
CC1CC(C)CN(c2ccc(C(=O)OCC(=O)NC3CCCc4ccccc43)cc2[N+](=O)[O-])C1 (stereo not drawn)
 : -0.1, 6%, -5%, 2%, i, -9%, -2%, 0, -10%
O=C(c1ccccc1F)N1CCN(Cc2ccccc2F)CC1
 : -0.6, -3%, 18%, -28%, -7%[57.5 µM], 6%, -10%, 1, -36%
Cc1ccc(S(=O)(=O)N2CCOCC2)cc1NC(=O)c1cc2ccccc2oc1=O
 : -0.6, 7%, -3%, -12%, -22%, 10%, -14%, 4, 2%
CCOCCCNC(=O)CCCOc1ccccc1
 : -1.6, 4%, -6%, -26%, i, -10%, -5%, 0, 10%
O=C(NCCC1CCCCN1S(=O)(=O)c1ccc(Cl)cc1)C(=O)NCc1cccnc1 (stereo not drawn)
 : -0.8, 0%, -22%, 9%, i, 0%, 2%, 1, ?
Cc1ccccc1NC(=O)c1c(C)[nH]c(=S)c(C#N)c1-c1ccc(Cl)cc1
 : -1.5, -3%, 8%, -15%, i, -2%, -21%, ?, 68%[activator]
OC(CC(O)c1ccccc1)c1ccccc1 (stereo not drawn)
 : 0.3, 9%, 2%, 7%, i, -1%, 2%, 3, -22%
Cc1ccc(S(=O)(=O)N2CCC(C(N)=O)CC2)c(C)c1C
 : 0.1, 2%, 4%, 7%, i, 14%, -1%, /, -2%
CC(=O)c1c[nH]c(C(=O)NCC2CCCO2)c1 (stereo not drawn)
 : -3.7, 0%, 1%, 11%, -8%[57.5 µM], -11%, -1%, /, 3%
COc1ccc(OC)c(NC(=O)CN2C(=O)c3ccccc3S2(=O)=O)c1
 : -0.9, 8%, 1%, -6%, -10%[57.5 µM], -7%, -9%, /, -18%
O=C(CSc1ccccc1)N1CCN(S(=O)(=O)c2ccccc2)CC1
 : -1.1, -23%, 8%, -11%, -28%, -17%, 12µM*, -6, -29%
CC1CC(C)CN(C(=O)Cn2c(=O)n(CCCCC(=O)NC3CCCC3)c(=O)c3ccccc32)C1 (stereo not drawn)
 : 0.0, 9%, -5%, 6%, -5%, 2%, -3%, -4, -14%
COc1cccc(C(=O)OCCCN(C)C)c1
 : -0.6, 4%, 7%, -7%, i, -13%, -12%, 2, -10%
Cc1cccc2cc(CN(CCCO)C(=O)Nc3ccccc3Cl)c(=O)[nH]c12
 : -0.2, 2%, 0%, -16%, -54%[inhibitor][57.5 µM], 10%, 5%, -1, 1%
O=C(Nc1ccc(F)cc1F)c1cccc(S(=O)(=O)N2CCCCC2)c1
 : 0.4, 3%, 7%, -2%, -40%[inhibitor], 0%, 3%, 1, ?
O=C(Nc1nnc(S(=O)(=O)Cc2ccc(F)cc2)s1)c1ccccc1F
 : -4.5, 4%, 13%, -29%, -88%, 3%, -26%, 4, 11%
CCCSC1=C(C#N)C(c2ccc(Cl)cc2Cl)CC(=O)N1 (stereo not drawn)
 : -2.5, 8%, -4%, 0%, -6%[57.5 µM], 0%, ?, /, 0%

Entries of single compounds, quoted from the list:
O=C(Nc1ccccc1)Nc1ccccc1C(=O)NCCCN1CCOCC1 as listed: IL-2 act = 0.7; EPAC1 ag = -7%; HEK293 tox = 1%; EPAC1 antag = 9%; PTHR1 ag = -24%; GLP1R ag = 0%; PLK1 PBD inh = 1%; PI5P4K alpha inh = -2; GLP-1R inv ag = 6%
Cc1ccc(S(=O)(=O)N2CCC(C(N)=O)CC2)c(C)c1C as listed: IL-2 act = 0.1; EPAC1 ag = 2%; HEK293 tox = 4%; EPAC1 antag = 7%; PTHR1 ag = i; GLP1R ag = 14%; PLK1 PBD inh = -1%; PI5P4K alpha inh = /; GLP-1R inv ag = -2%
